ERa coact inh: ER-alpha (human) coactivator binding inhibition | TR-FRET ER-alpha LBD / SRC-1 peptide, estradiol-bound | inhibition, % at 25.6 µM | 86,000 compounds, 1.7% hits; in the data active = inhibition above about 50%;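 note: 0% = receptor plus peptide control and 100% = peptide only without receptor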
HUVEC inhibit: human endothelial cell proliferation inhibition. HUVEC proliferation, CellTiter-Glo luminescence, 72 h; stronger effect = lower value. 86,000 compounds, 1.1% hits. AID 648. viability, % at 10 µM (by protocol);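 active = viability at or below 30%; inactive = viability above 30%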;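 note: 100% = median luminescence of DMSO-only cell control wells on each plate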
H69AR inhibit: blocks growth of human H69AR lung tumor cells; viability, % at 10 µM; H69AR lung tumor viability, ATP luminescence, 72 h; stronger effect = lower value; AID 598; 85,000 compounds, 6% hits;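 active = viability at or below 40%; inactive = viability above 40%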;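 note: multidrug resistant small cell line overexpressing MRP-1 efflux transporter; 100% = mean luminescence of untreated control wells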
Fibroblast inh: blocks proliferation of human lung fibroblasts | LL 47 human lung fibroblast viability, ATP luminescence; stronger effect = lower value | viability, % at 10 µM | 85,000 compounds, 1.1% hits;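 active = viability at or below 50% in the single dose screen; inactive = viability above 50%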;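 note: compound exposure lasted 72 h before the ATP readout; 100% = median luminescence of untreated cell-only wells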
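Test system: LL 47 human lung fibroblasts / Incubation: 72 h compound exposure at 37 °C after overnight plating / Technique: luminescent ATP detection, CellTiter-Glo / Compound dosing: 0.1% DMSO in all compound wells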
MT1-MMP txn act: MT1-MMP promoter transcription activation; HT1080 MT1-MMP promoter luciferase reporter, luminescence, overnight; stronger effect = higher value; activation factor at 10 µM; 86,000 compounds, 0.16% hits; AID 750;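 active = activation factor of at least 2 for MT1-MMP transcription at 10 µM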
Mac1 fbg enh: increases human CD11b/CD18 adhesion to fibrinogen; P05107+P11215; 93,000 compounds, 0.07% hits; activation, % at 10 µM; K562 CD11b/CD18 adhesion to fibrinogen, ATPlite luminescence;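 active = 10 µM primary screen giving 50% or more activity, confirmed by 40% or more on retest at that dose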; note: strong numbers were not always called active
Target sequence (P05107 whole entry, looked up, other chains not shown): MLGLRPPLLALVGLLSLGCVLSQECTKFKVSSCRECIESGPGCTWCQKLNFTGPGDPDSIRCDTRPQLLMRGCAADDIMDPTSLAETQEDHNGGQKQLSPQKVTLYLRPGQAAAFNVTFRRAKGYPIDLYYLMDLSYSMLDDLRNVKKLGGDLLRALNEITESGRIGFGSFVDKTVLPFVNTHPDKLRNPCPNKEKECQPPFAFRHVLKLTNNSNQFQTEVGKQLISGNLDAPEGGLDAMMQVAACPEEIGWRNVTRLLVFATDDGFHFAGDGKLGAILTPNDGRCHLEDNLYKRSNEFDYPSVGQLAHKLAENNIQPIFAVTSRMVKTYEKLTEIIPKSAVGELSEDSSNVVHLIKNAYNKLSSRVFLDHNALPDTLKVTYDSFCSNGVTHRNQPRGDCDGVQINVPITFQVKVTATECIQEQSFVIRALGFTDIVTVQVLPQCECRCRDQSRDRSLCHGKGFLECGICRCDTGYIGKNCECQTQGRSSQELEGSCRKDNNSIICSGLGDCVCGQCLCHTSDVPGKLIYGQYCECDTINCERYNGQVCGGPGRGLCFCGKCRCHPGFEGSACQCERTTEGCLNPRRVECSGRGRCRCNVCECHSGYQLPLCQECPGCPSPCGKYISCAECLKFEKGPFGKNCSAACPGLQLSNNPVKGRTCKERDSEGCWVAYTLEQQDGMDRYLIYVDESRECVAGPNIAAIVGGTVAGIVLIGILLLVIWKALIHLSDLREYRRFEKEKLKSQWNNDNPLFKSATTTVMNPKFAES
ERb SRC1 inh: ER-beta (human) coactivator binding inhibition | Q92731 | TR-FRET ER-beta LBD / SRC1-Cy5 peptide binding; receptor agonist-loaded with 1 µM estradiol | inhibition, % at 25.6 µM | 86,000 compounds, 1.3% hits;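 active = compounds whose percent inhibition of the receptor-coactivator binding signal exceeds about 50% in the single-dose screen, limit read from the data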;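 note: 0% = receptor plus peptide wells without compound and 100% = peptide-only wells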
ERa SRC1 pot: ER-alpha (human) coactivator binding potentiation. P03372. TR-FRET ERalpha-LBD/SRC-Cy5 coactivator binding, 2 h; 100 = basal binding, no effect. coactivator binding (% of control), % at 25.6 µM. 86,000 compounds, 1.3% hits. AID 639; in the data active = activity above about 200%;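 note: binding measured in presence of low estradiol as agonist stimulus; 0% = peptide alone without receptor and 100% = receptor with peptide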
Smad3 inh: blocks human Smad3 binding to FoxH1 peptide; P84022; TR-FRET Smad3/Dy647-FoxH1 peptide binding, europium anti-His; inhibition, % at 25 µM; 88,000 compounds, 0.29% hits; AID 630;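 active = compounds that reduce the energy-transfer binding signal between the protein and its labelled peptide by more than half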;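 note: 0% = Smad3 plus labelled peptide maximal FRET and 100% = peptide-only background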
* = called active by the depositor; . = not tested or not shown; [ ] = another dose, or the depositor's remark.

SMILES	ERa coact inh	HUVEC inhibit	H69AR inhibit	Fibroblast inh	MT1-MMP txn act	Mac1 fbg enh	ERb SRC1 inh	ERa SRC1 pot	Smad3 inh
COc1cccc(Cn2c(Oc3cccc(C)c3)nc3c2c(=O)n(C)c(=O)n3C)c1	8	96	95	92	0.9	-4	3	98	3
O=C(NOC(=O)c1cc(Br)ccc1Cl)c1cccs1	-5	96	98	98	1.2	.	-6	99	0
Cc1c(C(=O)N2CCc3ccccc3C2)sc2nc(-c3ccccc3)cn12	-27	87	68	102	1.2	-5	-21	93	-11
Cc1ccc(S(=O)(=O)/N=S(\C)CC2CC2(Cl)Cl)cc1 (centres undefined)	0	104	101	104	1.1	0	5	105	1
c1ccc(OCc2nn3c(-c4ccncc4)nnc3s2)cc1	-5	89	92	100	0.8	-5	-1	100	-17
COC(=O)C(C(=O)Nc1ccc(OC)cc1)C1CCCCCC1 (centres undefined)	-9	75	21*	83	1	-10	-19	95	-4
O=C(Nc1cccnc1)c1cccc(NC(=O)c2ccco2)c1	4	92	85	101	1.1	4	-7	96	-6
O=C(CCNC(=O)c1ccc(Br)o1)NCc1ccccc1Cl	-8	93	110	97	1.1	.	-6	94	-1
CCn1c(=O)c(C(=O)CN2CCCc3ccccc32)c(N)n(Cc2ccccc2)c1=O	-8	82	50	78	1.4	-2	3	104	7
CCC(C)C(=O)Nc1nc(-c2ccc3c(c2)NC(=O)CO3)cs1 (centres undefined)	26	70	46	104	1.1	.	-1	89	-6
O=C(COC(=O)Cn1c(C(F)(F)F)nc2ccccc21)Nc1ccc2c(c1)OCCO2	-7	104	91	100	1.3	-4	-6	123	5
COc1ccc(-n2c(COc3ccccc3)nnc2SCC(N)=O)cc1	-12	92	104	96	1.1	-3	-8	124	1
CCCCN(CC)c1nc(N)c(C#N)c(CC#N)c1C#N	3	78	89	96	1	-2	0	83	24[fluorescence artefact?]
Cc1ccc(S(=O)(=O)Cn2nnnc2CN2CCCC3(CCCCC3)C2)cc1	-14	68	94	95	1	0	-17	105	0
C=CCNc1ncnc2c1[nH]c1ccc(C)cc12	-3	79	77	92	1.3	-4	6	119	-3
CCCc1nnc2n1N=C(c1ccc(-c3cc(Cl)ccc3Cl)o1)CS2	73*	88	70	94	0.8	.	45[fluorescence artefact?]	144	2
CN1C(=O)CSc2ccc(NC(=O)NCc3ccco3)cc21	18	82	97	96	.	8	9[fluorescence artefact?]	98	-7
Cc1c(-n2cc(C(=O)c3ccccc3O)cc(C#N)c2=O)c(=O)n(-c2ccccc2)n1C	-5	106	98	95	1.2	1	1	107	4
Cc1cc(C)n(CC(=O)NCc2cc(-c3nn(C)c(=O)c4ccccc34)ccc2C)n1	34	94	30*	96	1.1	-4	18	129	-14
O=C(c1ccccc1)c1c[nH]c2cc3c(cc2c1=O)OCCO3	-1	89	94	96	1.3	.	-2	92[fluorescence artefact?]	10
Cc1onc(-c2c(Cl)cccc2Cl)c1C(=O)N1CCc2ccccc2C1	1	91	81	94	1.1	.	0	96	-15
CC(C)Cn1c(N)c(C(=O)COC(=O)c2ccncc2)c(=O)n(C)c1=O	0	106	95	106	1.2	.	-5	99	7
Cc1cccc(C)c1NC1=NC(C)(C)N=C(N)N1	0	84	87	93	1.1	-3	1	112	0
Cn1c(C(=O)Nc2ccc3c(c2)OCO3)cc2c(=O)n(C)c3ccccc3c21	77*	72	31*	57	0.9	0	59*	66[fluorescence artefact?]	7[fluorescence artefact?]

Ordered by number of heavy atoms (ascending): part of the list above
SMILES	ERa coact inh	HUVEC inhibit	H69AR inhibit	Fibroblast inh	MT1-MMP txn act	Mac1 fbg enh	ERb SRC1 inh	ERa SRC1 pot	Smad3 inh
Cc1cccc(C)c1NC1=NC(C)(C)N=C(N)N1	0	84	87	93	1.1	-3	1	112	0
Cc1ccc(S(=O)(=O)/N=S(\C)CC2CC2(Cl)Cl)cc1 (centres undefined)	0	104	101	104	1.1	0	5	105	1
CCCCN(CC)c1nc(N)c(C#N)c(CC#N)c1C#N	3	78	89	96	1	-2	0	83	24[fluorescence artefact?]
c1ccc(OCc2nn3c(-c4ccncc4)nnc3s2)cc1	-5	89	92	100	0.8	-5	-1	100	-17
COC(=O)C(C(=O)Nc1ccc(OC)cc1)C1CCCCCC1 (centres undefined)	-9	75	21*	83	1	-10	-19	95	-4
CCCc1nnc2n1N=C(c1ccc(-c3cc(Cl)ccc3Cl)o1)CS2	73*	88	70	94	0.8	.	45[fluorescence artefact?]	144	2
COc1ccc(-n2c(COc3ccccc3)nnc2SCC(N)=O)cc1	-12	92	104	96	1.1	-3	-8	124	1
Cc1c(C(=O)N2CCc3ccccc3C2)sc2nc(-c3ccccc3)cn12	-27	87	68	102	1.2	-5	-21	93	-11
Cn1c(C(=O)Nc2ccc3c(c2)OCO3)cc2c(=O)n(C)c3ccccc3c21	77*	72	31*	57	0.9	0	59*	66[fluorescence artefact?]	7[fluorescence artefact?]
COc1cccc(Cn2c(Oc3cccc(C)c3)nc3c2c(=O)n(C)c(=O)n3C)c1	8	96	95	92	0.9	-4	3	98	3
O=C(COC(=O)Cn1c(C(F)(F)F)nc2ccccc21)Nc1ccc2c(c1)OCCO2	-7	104	91	100	1.3	-4	-6	123	5
Cc1c(-n2cc(C(=O)c3ccccc3O)cc(C#N)c2=O)c(=O)n(-c2ccccc2)n1C	-5	106	98	95	1.2	1	1	107	4

Going on with the list.
SMILES	ERa coact inh	HUVEC inhibit	H69AR inhibit	Fibroblast inh	MT1-MMP txn act	Mac1 fbg enh	ERb SRC1 inh	ERa SRC1 pot	Smad3 inh
CCOC(=O)N1CCN(C(=O)c2cc(-n3cnnc3)ccc2Cl)CC1	-8	88	92	102	1.1	4	-2	105	-10
O=C(c1ccco1)N1CCN(C(c2cccs2)c2nnnn2C2CCCCC2)CC1 (centres undefined)	-5	96	86	97	1.1	2	3	102	-4
COc1ccccc1C1NC(=O)NC(C)=C1C(=O)Nc1cccc(C)c1C (centres undefined)	-3	94	92	98	.	-2	1	152	5
Cc1ccc(CNC(=O)CC2C(=O)Nc3c2c(=O)n(C)c(=O)n3Cc2ccccc2)cc1 (centres undefined)	-1	81	83	93	1.1	-5	-11	107	4
O=c1nc(N2CCCCC2)nc2n1CCO2	-2	88	94	102	1.3	-2	-5	110	5
COc1cc(C(O)P(=O)(OC2CCCCC2)c2ccc(N(C)C)cc2)cc(OC)c1OC (centres undefined)	-8	89	.	98	1.1	1	-6	119	0
O=C(O)C1CC(=O)N(c2ccc(OCc3ccccc3)cc2)C1 (centres undefined)	20	98	102	113	1.1	-2	0	99	-6
CCOC(=O)c1ccc(NC(=O)CCc2nc(-c3ccc(Cl)cc3)no2)cc1	27	57	24*	92	1	-2	-3[fluorescence artefact?]	120	-18
C/C=C/Cn1c(Br)nc2c1c(=O)n(C)c(=O)n2C	3	95	.	101	1	2	-1[fluorescence artefact?]	100[fluorescence artefact?]	2
COc1ccc(C(=O)/C=C/N2CCCCC2)cc1OC	-5	80	74	.	1.3	0	3	102	1
Cc1cc(C)n(C(=O)CCCCCC(=O)n2nc(C)cc2C)n1	4	95	87	98	1	.	18	100	4
FC(F)(F)c1ccccc1NC(=S)NN1CCOCC1	-6	101	76	104	1	-2	-2	95	1
O=C(O)C1CC=CCC1C(=O)N1CCCC1 (centres undefined)	1	102	92	105	1	0	-2	124	1
CC(C)C(=O)NC(C)C(c1cccs1)N1CCOCC1 (centres undefined)	-10	94	97	101	1	-6	-10	120	3
COc1ccc(C)cc1NC(=O)c1cnc2scc(C)n2c1=O	20[fluorescence artefact?]	84	84	92	1.2	3	9[fluorescence artefact?]	216*[fluorescence artefact?]	7[fluorescence artefact?]
N#C/C(=C\c1ccc(F)cc1)c1n[nH]c(Cn2cncn2)n1	9	96	65	94	.	2	9	83	4
CCCCCn1c(CCCNC(=O)CC)nc2ccccc21	3	104	85	92	1.2	.	-2	117	11
CC(C)(C)NCC(O)COc1ccccc1C(C)(C)C (centres undefined)	8[fluorescence artefact?]	81	83	96	1.3	-2	21	84[fluorescence artefact?]	5
CC(C)c1ccc(OCC(=O)NC(=S)Nc2ccc3c4c(cccc24)CC3)cc1	-5	89	94	94	1.1	-5	-5	119	-4
CCN1CCCC1CN(Cc1cc2c(C)cc(C)cc2[nH]c1=O)C(=O)NC1CCCCC1 (centres undefined)	0	64	62	85	1.4	0	4[fluorescence artefact?]	90[fluorescence artefact?]	3
COCCn1nnnc1C(CC(C)C)N1CCN(c2ccccc2)CC1 (centres undefined)	-9	97	101	91	1.2	.	-6	108	8
Cc1ccccc1-c1nc(CN2CCC(C(=O)NCc3ccco3)CC2)c(C)o1	3[fluorescence artefact?]	86	87	102	1.2	0	2[fluorescence artefact?]	112	8
O=C(c1cc2nc(-c3ccco3)cc(C(F)(F)F)n2n1)N1CCN(c2ccc(F)cc2)CC1	3[fluorescence artefact?]	84	71	100	1.1	2	8	76	15
Cc1ccc(C(C#N)c2ccc3c(C(F)(F)F)cc(C(F)(F)F)nc3n2)cc1 (centres undefined)	-4	62	24*	75	1	-14	10[fluorescence artefact?]	109[fluorescence artefact?]	2
Cc1nnc(OCC(=O)NCCC2=CCCCC2)c2ccccc12	-1	102	101	104	1.1	-3	-5	100	-6
c1ccc(C(Cc2nc(-c3ccncc3)no2)c2ccccc2)cc1	-9	91	88	93	1.2	4	-12	99	-4
O=C(Nc1ccccc1C(=O)N1CCNCC1)c1ccco1	-10	89	90	98	1.1	.	-10	109	-6
O=C(CN1CC(=O)Oc2ccccc21)NCc1ccco1	-1	83	74	95	1.5	0	6	104	3
CCCCn1c(SCC(N)=O)nnc1-c1cc(OC)c(OC)c(OC)c1	-7	84	100	90	1.1	-2	-11	110	8
OC(CN1C2=NCCN2c2ccccc21)c1ccccc1 (centres undefined)	7[fluorescence artefact?]	97	91	99	1	1	-5[fluorescence artefact?]	161	6
Cc1cc(Oc2ccccc2)nc(SCC(=O)Nc2ccccc2)n1	8	105	72	94	1.2	0	-6	100	1
O=S(=O)(Nc1cc(Cl)ccn1)c1ccc(Cl)cc1	4	93	95	109	1.3	2	5	85[fluorescence artefact?]	-30
CCOC(=O)c1ccccc1NS(=O)(=O)c1ccccc1F	-2	99	96	101	1.3	7	-7	86	5

Some of the compounds tested, so the mix of outcomes need not match the whole.
